Assay outcomes from PubChem.
PriA SSB inh: K. pneumoniae PriA-SSBct interaction inhibition; AlphaScreen SSBct-PriA binding, biotinylated peptide; inhibition, % at 33 µM; 430,000 tested, 0.6% active; in the data active = inhibition mostly above about 37%, no sharp cut-off; inactive = mostly below about 20%;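 also: plate controls were negative control peptide for no effect and reference peptide for full effect; strong numbers were not always called active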
TcdB GH inh: blocks C. difficile toxin B glycohydrolase activity. AID 652162. 350,000 tested, 0.24% active. inhibition, % at 9.99 µM. TcdB glycohydrolase enzymatic assay, plate reader; in the data active = inhibition above about 10%
Rv3671c inh: Rv3671c (M. tuberculosis) protease inhibition; AID 2606; inhibition, % at 5.96 µM; 320,000 tested, 0.048% active; in the data active = inhibition above about 38%;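 also: extracellular domain of Rv3671c used as enzyme; 0% = enzyme with DMSO and 100% = no enzyme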
Yp Topo-I inh: inhibitors of Yersinia pestis topoisomerase I; Y. pestis Topo-I cleavage product accumulation, plate reader; 360,000 tested, 0.064% active; activity, % at 10 µM; in the data active = activity above about 50%, passing the limit was not always enough; also: inactives centre near 2
MazF activator: MazEF (E. coli) toxin RNase activation; P0AE70; FAM/BHQ RNA-DNA oligo cleavage fluorescence, 5 h; activation, % at 20 µM; 350,000 tested, 0.32% active; in the data active = activation above about 50%
Anthrax LF prot: anthrax lethal factor protease inhibition; inhibition, % at 10 µM; multiplex microsphere protease cleavage assay, LF; 360,000 tested, 0.12% active; in the data active = inhibition above about 30%; also: plate controls were buffer without enzyme for full effect and enzyme alone for no effect
PfHsp40 rescue: compounds rescuing yeast from Plasmodium falciparum HSP40 toxicity; S. cerevisiae expressing PfHsp40, growth rescue, ATP luminescence; growth rescue, % at 12.5 µM; 340,000 tested, 0.68% active; AID 504582; in the data active = growth rescue above about 28%, passing the limit was not always enough;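 also: yeast W303a lacking pdr1 and pdr3 grown in galactose medium; growth measured after three days at 30 °C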
Vc quorum ag: inducers of Vibrio cholerae quorum light production without autoinducers; V. cholerae BH1578 lux reporter, luminescence, 6 h; 350,000 tested, 0.16% active; activation, % at 18.7 µM; in the data active = activation mostly above about 9.7%, no sharp cut-off; also: not every result past the cut was called active; inactives centre near 0; reference of the scale not given here
DUSP3 inh: DUSP3 (human) phosphatase inhibition; P51452; recombinant VHR phosphatase, pNPP absorbance; inhibition, % at 13.3 µM; 290,000 tested, 0.52% active; AID 1654; in the data active = inhibition above about 50%; also: some compounds called inactive have numbers as strong as hits
SARS 3CLpro inh: SARS-CoV 3CLpro protease inhibition; P0C6X7; recombinant SARS-CoV 3CLpro, quenched FRET peptide cleavage; inhibition, % at 6 µM; 290,000 tested, 0.14% active; in the data active = inhibition above about 12%
The depositor's hits bear a star; i = inactive; / = not tested or not shown; & = joins results of further samples. Not all compounds are listed; rates above refer to the full screens.

Compound	PriA SSB inh	TcdB GH inh	Rv3671c inh	Yp Topo-I inh	MazF activator	Anthrax LF prot	PfHsp40 rescue	Vc quorum ag	DUSP3 inh	SARS 3CLpro inh
O=C(CCC(F)(F)F)N1CCCC(N2CCN(c3cccc(Cl)c3)CC2)C1 (centres undefined)	-8	1.4	-5	19	2	19	-1.2	-0.6	/	-4
CC1(C)CC(NC(=O)c2ccc(F)cc2)CC(C)(C)N1	/	0.9	/	0	4	-8	/	i	/	/
COC(=O)c1ccc(CNC(=O)Cn2cnc3c(OCc4ccccc4)ncnc32)cc1	-4	1.8	-7	-5	-12	-1	0.2	i	/	/
CC1=NNC(=O)/C1=C\c1cn(-c2ccccc2)nc1-c1cccs1	3	-0.6	-10	-4	1	-2	-0.7	i	-2	-2
CCc1cccc(C)c1NC(=O)CO/N=C(\C)c1cc2ccccc2o1	/	/	2	13	4	-2	-0.2	-1.4	-6	-3
Cc1ccc(S(=O)(=O)Cc2ccc(C(=O)N3CCC4(CC3)OCCO4)o2)cc1	-2	/	1	5	-3	-3	0.6	i	-16	-6
Cc1ccc(NC(=O)CN(C)CC(=O)Nc2ccc(N3CCOCC3)cc2)c([N+](=O)[O-])c1	-4	/	4	27	2	-1	-1.5	i	2	-7
Cc1ccc(N2CC(C(=O)OCC(=O)NNC(=O)c3ccccc3)CC2=O)cc1 (centres undefined)	-7	-0.8	11	8	3	-1	1.0	-5.6	/	/
Cc1ccc(CON=C2CCN(c3ncc(C(F)(F)F)cc3Cl)CC2)cc1	2	/	-6	-5	-6	0	1.0	/	29	-4
C/C(=C\c1ccccc1)CN1CCN(c2ccccc2F)CC1	-15	-0.2	13	28	1	-3	0.7	-0.4	4	3
CCN(CCNC(=O)c1cc(C)nn1-c1ccccc1)c1ccccc1	-7	-0.7	5	8	-1	0	-0.2	-0.2	11	5
CN1CCN(C(=O)c2ccc3c(=O)n(Cc4ccco4)c(=S)[nH]c3c2)CC1	-4	/	-11	3	-2	-13	-1.1	i	37	7
Cc1ccc(C)c(NC(=O)CCC(=O)NNC(=O)c2cccs2)c1	-1&-2	/	2	3	1	-2	1.1	-0.2	3	-1
CN1CCN(NC(=O)CN2C(=O)/C(=C/c3ccccc3F)SC2=S)CC1	/	0.5	-19	/	/	/	/	/	16	-2
Cc1cc(-c2csc(NC(=O)c3ccc(S(=O)(=O)N(C)C)cc3)n2)c(C)n1-c1ccccc1	-5	/	-9	3	28	2	-1.8	-4.2	1	-2
Brc1ccc(CSc2ccc3nnc(-c4ccccn4)n3n2)cc1	-6	2.7	1	16	2	2	0.9	-0.2	22	0
O=C(CN1CCN(S(=O)(=O)c2ccc(Br)s2)CC1)N1CCc2ccccc21	/	0.5	/	12	-2	-4	/	0.2	/	/
CCC1Sc2ccc(S(=O)(=O)CCC(=O)Nc3ccc(OC(F)(F)F)cc3)cc2NC1=O (centres undefined)	-3	0.1	-7	3	-16	-3	-0.7	-0.4	-14	6
Cc1ccc(S(=O)(=O)N2CCC(C(N)=O)CC2)c(C)c1C	-17	0.2	-5	10	-8	4	-1.7	-7.1	-3	-5
CC(C(C(=O)N1CCCCC1)N1CCCCC1)N1CCCCC1 (centres undefined)	0	0.5	/	-1	7	-2	-1.9	-5.6	/	/
Cc1ccc(N2CC(C(=O)NCc3cccs3)CC2=O)cc1C (centres undefined)	-7	/	5	-2	5	1	-1.1	i	9	-2
Nc1ccccc1-c1nnc(-c2ccc(-c3ccccc3)cc2)o1	-5	/	2	5	5	0	-1.1	i	9	-3
C=C(Cl)COc1ccc2c(CCC)cc(=O)oc2c1	-51	/	5	35	3	0	1.7	i	20	0
COc1ccc(CC(=O)NCCCc2ccccc2)cc1OC	2	0.8	-4	7	0	4	-2.7	i	6	4

Complete entries, quoted from the list:
Entry for Cc1cc(-c2csc(NC(=O)c3ccc(S(=O)(=O)N(C)C)cc3)n2)c(C)n1-c1ccccc1 : PriA SSB inh = -5; TcdB GH inh = /; Rv3671c inh = -9; Yp Topo-I inh = 3; MazF activator = 28; Anthrax LF prot = 2; PfHsp40 rescue = -1.8; Vc quorum ag = -4.2; DUSP3 inh = 1; SARS 3CLpro inh = -2
Entry for O=C(CN1CCN(S(=O)(=O)c2ccc(Br)s2)CC1)N1CCc2ccccc21 : PriA SSB inh = /; TcdB GH inh = 0.5; Rv3671c inh = /; Yp Topo-I inh = 12; MazF activator = -2; Anthrax LF prot = -4; PfHsp40 rescue = /; Vc quorum ag = 0.2; DUSP3 inh = /; SARS 3CLpro inh = /

Next section.
Compound	PriA SSB inh	TcdB GH inh	Rv3671c inh	Yp Topo-I inh	MazF activator	Anthrax LF prot	PfHsp40 rescue	Vc quorum ag	DUSP3 inh	SARS 3CLpro inh
Cc1ccc(OCC(=O)c2cc(C)n(Cc3ccco3)c2C)c([N+](=O)[O-])n1	4	0.9	-2	15	-12	-5	-0.7	-0.7	-5	-4
Cc1cc(=O)[nH]c(SCC(=O)Nc2cccc(S(=O)(=O)N3CCOCC3)c2)n1	-11	-1.6	3	-1	8	-8	0.6	i	/	/
CCOc1cc(-c2sc(Nc3ccccc3)n[n+]2-c2ccc(F)cc2)ccc1OC	-1	-0.8	-15	-3	10	-8	-0.2	i	21	-2
CN(CC(=O)Nc1ccc(N2CCOCC2)cc1)C(=O)CCc1ccccc1Cl	19	1.6	7	-11	-2	/	-0.5	-0.3	/	/
Cc1ccc(F)cc1-c1nc(NCC2CC2)nc2ccsc12	/	0.8	/	20	/	-6	/	2.1	/	/
CCC1CCc2c(sc(NC(=O)CSc3nc(-c4ccco4)cc(C(F)(F)F)n3)c2C#N)C1 (centres undefined)	4	0.4	-4	7	-2	-8	0.2	8.8	20	-4
Cn1cnnc1SCC(=O)NC1CCCN(Cc2ccccc2F)C1 (centres undefined)	6	0.2	5	0	10	-1	0.7	-0.3	-3	2
Cc1c(N)cccc1[N+](=O)[O-]	1	0.3	-7	-2	5	5	-1.0	-0.1	/	/
Cc1nc2nc(CCc3ccccc3)nn2c(C)c1Cl	-18	/	6	10	3	1	-1.7	-2.9	25	-4
CC(C)(C)Nc1nc2nonc2nc1NC(C)(C)C	-14	1.1	0	-8	2	-4	-0.8	i	33	4
CN(C(=O)c1cccc(NC(=O)Cc2ccc(NC(=O)C3CCCN(C(=O)CCc4ccccc4)C3)cc2)c1)C1CC1 (centres undefined)	-1	0.0	/	29	3	6	-0.5	i	/	/
CC(C)[C@H](NC(=O)c1ccccc1F)C(=O)NCc1ccc(S(N)(=O)=O)cc1	-7	0.1	-4	-4	7	-1	-0.6	-0.5	40	5
COc1ccccc1N1C(=O)CC(Sc2ccccc2N)C1=O (centres undefined)	-10	0.8	8	2	-6	11	0.7	i	-3	-1
COc1ccc2cc(CN(Cc3cccnc3)Cc3nnnn3Cc3ccccc3)c(=O)[nH]c2c1	1	2.1	7	/	6	/	/	/	50	-2
NC(=O)c1ccsc1NC(=O)COC(=O)c1cnccn1	1	2.0	-1	-5	-3	-9	-1.1	-1.3	/	/
COc1ccc(NC(=O)N(C)C[C@H]2OCCCC[C@@H](C)Oc3ccc(NC(=O)c4ccccc4)cc3C(=O)N([C@H](C)CO)C[C@@H]2C)cc1	/	0.1&0.2	/	23	-9	3	/	i	/	/
Cc1cccc(NC(=O)N2CCC(c3nc4ccccc4o3)CC2)c1	-2	/	10	9	-8	-6	-0.1	1.0	18	2
O=c1[nH]c(=S)[nH]c(O)c1N=Nc1ccc(SC(F)F)cc1	7	0.9	3	2	-2	-2	-0.2	-0.4	24	2
CC(=O)Nc1cccc(Oc2ccc3c(c2)C(=O)N(CCC(=O)O)C3=O)c1	-19	/	0	-3	3	2	-0.9	i	18	2
O=C(CCS(=O)(=O)c1ccc(F)cc1)Nc1nc(-c2ccccn2)cs1	43*	1.8	-4	6	-21	-1	-0.8	-0.2	-2	4
O=c1c2c([N+](=O)[O-])cc([N+](=O)[O-])cc2nc2ccccn12	-9	-0.4	0	-2	7	-19	-0.7	i	17	4
CC(C)(C)NS(=O)(=O)CC12CCC(CC1=O)C2(C)C (centres undefined)	-12	/	-2	3	5	2	0.7	i	10	-3
Cc1ccc(SCCC(=O)N/N=C/c2ccccc2O)cc1	/	/	10	-1	1	-2	3.4	-0.1	-4	-3
CCC(=O)N=C1SC2CS(=O)(=O)CC2N1c1cccc(OC)c1 (centres undefined)	-9	/	1	-2	3	-4	-1.5	i	20	-2

Entries above that contain a thiophene ring, fused or not, in the order listed:
Compound	PriA SSB inh	TcdB GH inh	Rv3671c inh	Yp Topo-I inh	MazF activator	Anthrax LF prot	PfHsp40 rescue	Vc quorum ag	DUSP3 inh	SARS 3CLpro inh
CC1=NNC(=O)/C1=C\c1cn(-c2ccccc2)nc1-c1cccs1	3	-0.6	-10	-4	1	-2	-0.7	i	-2	-2
Cc1ccc(C)c(NC(=O)CCC(=O)NNC(=O)c2cccs2)c1	-1&-2	/	2	3	1	-2	1.1	-0.2	3	-1
O=C(CN1CCN(S(=O)(=O)c2ccc(Br)s2)CC1)N1CCc2ccccc21	/	0.5	/	12	-2	-4	/	0.2	/	/
Cc1ccc(N2CC(C(=O)NCc3cccs3)CC2=O)cc1C (centres undefined)	-7	/	5	-2	5	1	-1.1	i	9	-2
Cc1ccc(F)cc1-c1nc(NCC2CC2)nc2ccsc12	/	0.8	/	20	/	-6	/	2.1	/	/
CCC1CCc2c(sc(NC(=O)CSc3nc(-c4ccco4)cc(C(F)(F)F)n3)c2C#N)C1 (centres undefined)	4	0.4	-4	7	-2	-8	0.2	8.8	20	-4
NC(=O)c1ccsc1NC(=O)COC(=O)c1cnccn1	1	2.0	-1	-5	-3	-9	-1.1	-1.3	/	/

New compounds follow
Compound	PriA SSB inh	TcdB GH inh	Rv3671c inh	Yp Topo-I inh	MazF activator	Anthrax LF prot	PfHsp40 rescue	Vc quorum ag	DUSP3 inh	SARS 3CLpro inh
CCOc1ccc(N(CC(N)=O)S(=O)(=O)c2ccc(F)cc2)cc1	-2	/	2	-1	5	1	-0.4	-0.5	-2	2
COc1ccc(NC(=O)Cc2c(F)cccc2Cl)c(OC)c1	23	/	3	-1	-4	-2	-0.7	-0.4	-2	-4
O=C1[C@H]2[C@@H](c3ccc(F)cc3)N3C(=O)N(c4cccc(Cl)c4)C(=O)[C@@]3(Cc3ccc(Cl)cc3)[C@H]2C(=O)N1C1CCCCC1	0	1.4	-8	-1	-6	-3	0.3	-0.4	9	9
Cc1cccc(C)c1OCC(=O)NNC(=O)CCNC(=O)c1ccco1	0	1.1	8	12	0	/	-1.4	-5.6	/	/
CNC(C)C(=O)NC(C(=O)NC(C)C(=O)Nc1cccc2ccccc12)C(C)C (centres undefined)	/	0.6	/	-5	/	-3	/	i	/	/
